PLCg1 inh = inhibitors of human phospholipase C gamma1 | purified PLC-gamma1, fluorogenic substrate, fluorescence | inhibition, % at 12.2 µM | hit rate 0.84% among 370,000 | AID 720700; in the data active means inhibition above about 9.5%
Tn6 DDE FP = DD(E)-Tn6 binding inhibition, primary FP screen | P02675 | Fibrin DD(E) TRITC-Tn6 fluorescence polarization displacement | inhibition, % at 8.3 µM | hit rate 0.21% among 370,000;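 active means inhibition above a per-campaign cutoff: mean of compounds within control limits plus 3 SD, cut at about 15% in these data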;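 further: 0% = median of all compound wells on the plate and 100% = blocking peptide control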
ADAM17 inh = inhibits human ADAM17 | inhibition, % at 6.95 µM | hit rate 0.83% among 370,000 | recombinant ADAM17, EDANS/DABCYL FRET peptide cleavage | AID 720648;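 active means inhibition above the mean of compounds lying between control limits plus 3 SD, set per campaign, cut at about 8.5% in these data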;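 further: 0% = DMSO-only wells as the low control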
ARFGAP1 inh = inhibitors of rat ARFGAP1 | Arfgap1-stimulated ARF1 GTP hydrolysis, GDP FP detection | hit rate 0.26% among 360,000 | inhibition, % at 16.5 µM;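 active means inhibition above a per-plate limit, mean inhibition of low control wells plus 3 SD, cut at about 25% in these data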;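 further: 0% = DMSO wells with enzyme and 100% = wells lacking Arfgap1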
Target sequence (Q62848 1-136 limits assumed): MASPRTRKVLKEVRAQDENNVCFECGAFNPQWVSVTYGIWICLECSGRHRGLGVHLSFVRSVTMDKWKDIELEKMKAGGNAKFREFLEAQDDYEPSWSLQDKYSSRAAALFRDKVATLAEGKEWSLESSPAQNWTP
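system = rat Arfgap1 catalytic domain, aa 1-136 | technique = FP, GDP Alexa 633 tracer displaced from anti-GDP antibody, 620/688 nm | compound = one concentration, 16.5 µM, DMSO 1.26% | medium = HEPES-based buffer, pH 7.5 | timing = compound-enzyme preincubation 20 min, reaction 120 min, detection 60 min, 25 °C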
UHRF1 MBD2 ctr = UHRF1 methyl-DNA binding inhibition; inhibition, % at 4.4 µM; hit rate 0.75% among 370,000; AID 687016; Q96T88; UHRF1 binding to methylated oligo, TR-FRET; in the data active means inhibition above about 21%;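 further: UHRF1 SRA domain binding a hemimethylated CpG hairpin DNA probe; 0% = median of test compound wells and 100% = reference inhibitor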
DDE Tn7 FP inh = disrupts Tn7 cyclic peptide binding to fibrin D-Dimer-E complex | P02675 | FP displacement of FITC-Tn7 peptide from fibrin DD(E); 0% = median of compound wells per plate | inhibition, % at 8.3 µM | hit rate 0.13% among 370,000 | AID 720508;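 active means inhibition above the mean of compounds falling within the control limits plus 3 SD of them, cut at about 14% in these data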;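 further: 0% = plate median of compound wells and 100% = 10 µM Aha-Tn7 peptide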
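Assay system: Fibrin-DD(E) protein isolated from polymerized human fibrin clots; read-out basis: percent inhibition; medium: Tris/NaCl/CaCl2 buffer, pH 7.8; signal: FP measurement; incubation: 10 min plus 3 h, room temperature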
PLCb3 inh = PLC-beta3 (human) inhibition, primary screen; Purified PLC-beta3, fluorogenic substrate, fluorescence; inhibition, % at 12.2 µM; AID 720704; Q01970; hit rate 0.18% among 370,000; in the data active means inhibition above about 11%;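 further: 0% = median of compound wells on plate and 100% = full blocker control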
MBD2 inh = blocks human MBD2 binding to methylated DNA. TR-FRET, MBD2 binding to methylated oligonucleotide. hit rate 0.31% among 370,000. Q9UBB5. inhibition, % at 4.4 µM; in the data active means inhibition above about 13%
Target sequence (Q9UBB5 whole entry, looked up): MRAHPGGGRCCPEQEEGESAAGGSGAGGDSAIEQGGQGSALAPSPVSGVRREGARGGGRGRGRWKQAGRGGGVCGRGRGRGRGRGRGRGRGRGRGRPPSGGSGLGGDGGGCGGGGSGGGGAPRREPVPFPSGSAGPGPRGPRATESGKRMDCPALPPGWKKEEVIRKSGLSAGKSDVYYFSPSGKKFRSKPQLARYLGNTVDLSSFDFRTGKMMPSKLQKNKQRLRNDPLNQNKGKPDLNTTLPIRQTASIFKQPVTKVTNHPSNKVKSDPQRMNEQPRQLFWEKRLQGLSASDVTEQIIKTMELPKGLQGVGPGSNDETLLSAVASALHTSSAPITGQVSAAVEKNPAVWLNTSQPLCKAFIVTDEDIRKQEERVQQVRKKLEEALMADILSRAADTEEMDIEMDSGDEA
proKLK7 act = activators of human kallikrein-7 zymogen; P49862; purified proKLK7, EDANS-DABCYL substrate fluorescence; 100% is mature enzyme control, 0% vehicle; activation, % at 7 µM; hit rate 0.9% among 370,000;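 active means activation above the mean of all tested compounds plus 3 SD, computed per campaign excluding outliers beyond control limits, cut at about 13% in these data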
ASAP1 GAP inh = blocks human ASAP1-stimulated Arf1 GTP hydrolysis; inhibition, % at 16.5 µM; AID 624377; GDP FP detection; hit rate 0.19% among 360,000; in the data active means inhibition above about 25%;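 further: 0% = vehicle with enzyme and substrate and 100% = no enzyme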
Active calls of the source: *; i = inactive.

Under each structure: PLCg1 inh, Tn6 DDE FP, ADAM17 inh, ARFGAP1 inh, UHRF1 MBD2 ctr, DDE Tn7 FP inh, PLCb3 inh, MBD2 inh, proKLK7 act, ASAP1 GAP inh
O=C(Cn1nc(-c2ccccc2)nc1-c1ccccc1)N1CCOCC1
→ 0, 2, -2, -6, -1, 4, 4, 2, 0.3, 3
COc1cc2c(cc1OC)C(O)=CC(=O)C2=O
→ 0, -2, -3, -7, -5, -4, 2, -3, 1.1, -3
O=C(COC(=O)Cc1n[nH]c(=O)c2ccccc12)Nc1ccc(Cl)cn1
→ -3, -3, 0, -4, -2, -8, -9, 3, 0.5, -3
COc1ccc(NC(=O)CCCn2c(=S)[nH]c3ccccc3c2=O)cc1
→ 3, -2, -1, 1, -3, 4, 0, 0, 0.3, 4
CC(=O)Nc1nc(C)c(-c2csc(Nc3cccc(C(C)=O)c3)n2)s1
→ -6, -3, -4, 13, -4, -2, -16, 3, -0.1, 9
O=C(OCc1cc(Cl)ccc1OC(F)F)c1cncc(Br)c1
→ -2, -4, -2, -2, -3, 4, -3, 2, 0.2, 11
CCCC(=O)Nc1nnc(SCC(=O)N2CCN(c3ccccc3)CC2)s1
→ -1, -3, -6, -3, 0, 2, -6, 1, -0.2, -9
Cc1ccc(Nc2nc(CSc3nnc(-c4cccnc4)n3-c3ccccc3C)cs2)cc1
→ 5, -5, 2, 1, 20, 1, 3, 9, 0.1, -5
C/C(Cc1ccccc1)=N\NC(=O)CNC(=O)c1ccc(C(C)(C)C)cc1
→ 0, -8, -1, 9, -4, 0, 0, 4, 0.0, -3
CN(C)CCNC(=O)c1sc2cccc(F)c2c1Cl
→ -5, 3, -3, -6, -5, 3, 5, -9, 0.3, 11
COc1ccc(CNC(=O)c2cc(=O)c3cc(C)ccc3o2)cc1
→ 4, -4, -4, -17, -2, 12, -1, 2, -0.2, -6
O=C(CN1C(=O)C2CC=CCC2C1=O)NCC(=O)Nc1ccc(F)c(F)c1 (stereo not given)
→ -3, -1, -1, -2, -2, 4, -8, -7, 0.6, -13
O=C(Nc1ccc(N2CCN(C(=O)c3cccs3)CC2)cc1)c1cccnc1
→ -1, 10, -4, 5, -2, 1, 2, 0, -0.6, -5
O=C(CCC(=O)c1ccc(Br)cc1)Nc1ccc(F)cc1
→ 3, 0, 1, -5, 2, -3, -8, 6, 0.3, -1
CCCc1[nH]nc2c1C(c1ccsc1)C(C#N)=C(N)O2 (stereo not given)
→ -1, -6, -9, 5, 0, -1, -10, 7, -0.5, 16
Cc1cccc(NC(=O)CCS(=O)(=O)c2ccc(Br)cc2)c1
→ 2, -2, 0, -2, 1, -2, -3, -2, 0.4, 2
COc1ccc(-c2nnc(SCC(=O)NNC(=O)c3ccc(C)cc3)o2)cc1
→ 2, 8, 3, -8, -6, 2, 2, -8, -0.6, -18
O=C(Cc1ccccc1)Nc1ccc2c(c1)CCC2
→ 3, 8, -3, -15, 1, 5, 2, 2, -0.5, 6
CCc1cc(=O)oc2cc(OC(C)=O)cc(OC(C)=O)c12
→ i, 6, i, -5, 1, 4, i, 0, 79*, 2
C=CCc1cc(/C=C2/NC(=O)N(CC(=O)OC)C2=O)cc(OC)c1O
→ -58, 6, -4, -8, 12, 7, -67, 3, -1.2, 4
O=C(COC(=O)C1Cc2ccccc2CN1C(=O)c1ccccc1Cl)Nc1ccc(N2CCOCC2)cc1 (stereo not given)
→ 1, 1, -1, -3, 6, -2, 3, 3, 0.6, 2
CCCC(=O)Nc1nnc(/C=C/c2ccc(OC)cc2)s1
→ -51, -6, -84, 15, 5, 0, -71, 2, -150, 7
Cc1sc(NC(=O)COc2ccccc2)c(C#N)c1-c1ccccc1
→ 7, 0, 3, 2, 1, -9, 9, -2, 0.4, 18
O=C(NCc1ccccc1)c1nc[nH]c1C(=O)N1CCc2ccccc2C1
→ -5, 0, 0, 4, 0, -9, -4, 1, -0.1, 6

2 entries picked at random from the list so far:
Under each structure: PLCg1 inh, Tn6 DDE FP, ADAM17 inh, ARFGAP1 inh, UHRF1 MBD2 ctr, DDE Tn7 FP inh, PLCb3 inh, MBD2 inh, proKLK7 act, ASAP1 GAP inh
CN(C)CCNC(=O)c1sc2cccc(F)c2c1Cl
→ -5, 3, -3, -6, -5, 3, 5, -9, 0.3, 11
C=CCc1cc(/C=C2/NC(=O)N(CC(=O)OC)C2=O)cc(OC)c1O
→ -58, 6, -4, -8, 12, 7, -67, 3, -1.2, 4

Twelve compounds already listed, ordered by heavy-atom count, high to low.
Under each structure: PLCg1 inh, Tn6 DDE FP, ADAM17 inh, ARFGAP1 inh, UHRF1 MBD2 ctr, DDE Tn7 FP inh, PLCb3 inh, MBD2 inh, proKLK7 act, ASAP1 GAP inh
O=C(COC(=O)C1Cc2ccccc2CN1C(=O)c1ccccc1Cl)Nc1ccc(N2CCOCC2)cc1 (stereo not given)
→ 1, 1, -1, -3, 6, -2, 3, 3, 0.6, 2
Cc1ccc(Nc2nc(CSc3nnc(-c4cccnc4)n3-c3ccccc3C)cs2)cc1
→ 5, -5, 2, 1, 20, 1, 3, 9, 0.1, -5
O=C(Nc1ccc(N2CCN(C(=O)c3cccs3)CC2)cc1)c1cccnc1
→ -1, 10, -4, 5, -2, 1, 2, 0, -0.6, -5
CCCC(=O)Nc1nnc(SCC(=O)N2CCN(c3ccccc3)CC2)s1
→ -1, -3, -6, -3, 0, 2, -6, 1, -0.2, -9
COc1ccc(NC(=O)CCCn2c(=S)[nH]c3ccccc3c2=O)cc1
→ 3, -2, -1, 1, -3, 4, 0, 0, 0.3, 4
Cc1sc(NC(=O)COc2ccccc2)c(C#N)c1-c1ccccc1
→ 7, 0, 3, 2, 1, -9, 9, -2, 0.4, 18
COc1ccc(CNC(=O)c2cc(=O)c3cc(C)ccc3o2)cc1
→ 4, -4, -4, -17, -2, 12, -1, 2, -0.2, -6
Cc1cccc(NC(=O)CCS(=O)(=O)c2ccc(Br)cc2)c1
→ 2, -2, 0, -2, 1, -2, -3, -2, 0.4, 2
O=C(CCC(=O)c1ccc(Br)cc1)Nc1ccc(F)cc1
→ 3, 0, 1, -5, 2, -3, -8, 6, 0.3, -1
CCCc1[nH]nc2c1C(c1ccsc1)C(C#N)=C(N)O2 (stereo not given)
→ -1, -6, -9, 5, 0, -1, -10, 7, -0.5, 16
CN(C)CCNC(=O)c1sc2cccc(F)c2c1Cl
→ -5, 3, -3, -6, -5, 3, 5, -9, 0.3, 11
COc1cc2c(cc1OC)C(O)=CC(=O)C2=O
→ 0, -2, -3, -7, -5, -4, 2, -3, 1.1, -3
